Screening data from PubChem BioAssay.
PV pol inh = inhibitors of poliovirus RNA polymerase binding and polymerization; P03300; poliovirus polymerase elongation, fluorescence polarization; stronger effect = lower value; % elongation, % (compound at 16.7 µg/mL); 0.66% of 150,000 active; in the data active = % elongation below about 90%; also: some results filed as inactive read as strong as hits
Target sequence (P03300 1749-2209 limits assumed): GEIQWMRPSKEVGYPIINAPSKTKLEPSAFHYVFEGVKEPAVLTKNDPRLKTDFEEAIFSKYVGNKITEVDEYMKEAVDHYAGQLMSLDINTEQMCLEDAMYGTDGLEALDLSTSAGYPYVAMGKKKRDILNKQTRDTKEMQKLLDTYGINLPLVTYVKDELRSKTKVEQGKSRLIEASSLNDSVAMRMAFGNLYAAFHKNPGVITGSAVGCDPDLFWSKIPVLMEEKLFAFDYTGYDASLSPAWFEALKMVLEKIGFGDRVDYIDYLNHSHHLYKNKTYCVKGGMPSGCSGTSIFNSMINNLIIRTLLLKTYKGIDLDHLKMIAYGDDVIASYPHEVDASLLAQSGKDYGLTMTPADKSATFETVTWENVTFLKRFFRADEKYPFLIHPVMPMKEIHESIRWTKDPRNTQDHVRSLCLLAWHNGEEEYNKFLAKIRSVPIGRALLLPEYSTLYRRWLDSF
PV pol inh FP z-score = further read-out of PV pol inh, marked with its call; z-score; measured here: FP z-score; hits read low
Numbers without * were called inactive; & = joins results of further samples. These rows are one share of the data; count on the stated rates, not on these rows.

SMILES	PV pol inh	PV pol inh FP z-score
CN(C)c1nc(F)c(F)c(S(=O)(=O)c2ccccc2)c1F	105	0.3
Cc1cccc(NC(=O)CN2CCC(C)CC2)c1C	104	0.3
Cc1cc(C)nc(N(C#N)CCOc2ccc(Cl)cc2)n1	102	0
CCC(=O)N=c1sc2ccccc2n1CC(=O)OC	104	0.7
Cc1ccc(CNC(=O)c2ccc3c(c2)N(Cc2cccc(C)c2)C(=O)CS3)cc1	105	0
CCOc1ccc(N/C=C(\C#N)c2nc3ccccc3[nH]2)cc1	102	0.6
CN(C)/C=C(\C#N)C(=O)Nc1ccccc1	103	0.4
O=C(Cn1ccn(-c2ccc(F)c(F)c2)c(=O)c1=O)NCCc1ccccc1	100	-1.2
CCCCc1nnc(NC(=O)CN2C(=O)c3ccccc3C2=O)s1	101	0.1
CCc1ccc(C(=O)NCc2nnc(SC)n2C)cc1	102	0.1
Cc1nnc(SCc2ccccc2F)n1C(C)C	101	-0.3
CCOc1ccc(NC(=O)Cn2cc(C(=O)c3ccc(CC)cc3)c(=O)c3cc(OC)c(OC)cc32)cc1	109	0.5
Cc1cccc(N2CCN(S(=O)(=O)c3cc(Br)cc4c3N(C(=O)C3CC3)CC4)CC2C)c1 (stereo unspecified)	102	-1
Cc1ccc(S(=O)(=O)N=S(c2ccccc2)c2ccccc2)cc1	100	-0.1
O=S(=O)(c1ccccc1)c1nc(-c2ccccc2F)oc1N1CCOCC1	104	-0.2
O=C(NCc1ccccc1Cl)C1CCCN(C(=O)c2cnn(-c3ccccc3)c2-n2cccc2)C1 (stereo unspecified)	107	-0.2
Cc1ccc(-c2n[nH]c3c2C(c2ccccc2)NC3=O)cc1 (stereo unspecified)	103	0.3
COc1ccc(Cc2nn3c(C)nnc3s2)cc1	103	0.4
COc1cc(C(=O)N(Cc2ccc(N(C)C)cc2)CC2CCCO2)cc(OC)c1OC (stereo unspecified)	103	-0.7
CCCN1C(=O)C2(Nc3ccccc3-c3nc4ccccc4n32)c2ccccc21 (stereo unspecified)	102	0.7
CCOC(=O)c1[nH]c(=O)[nH]c1CC1C(=O)CC(C)(C)CC1=O	94	-0.7
FC(F)(F)c1cccc2c1[nH]c1nc3ccccc3nc12	102	0.2
CCc1nnc(SC(CC)C(=O)NCc2ccc(C)cc2)c2cc3sccc3n12 (stereo unspecified)	99	-0.9
CCN(C(C)=O)c1nc(COC(=O)c2ccc3c(c2)OCCO3)cs1	99	-0.4
Cc1ccccc1NC(=O)CSc1nccc(=O)[nH]1	104	0.8

The closing 4 compounds of the section above open the next one.
SMILES	PV pol inh	PV pol inh FP z-score
FC(F)(F)c1cccc2c1[nH]c1nc3ccccc3nc12	102	0.2
CCc1nnc(SC(CC)C(=O)NCc2ccc(C)cc2)c2cc3sccc3n12 (stereo unspecified)	99	-0.9
CCN(C(C)=O)c1nc(COC(=O)c2ccc3c(c2)OCCO3)cs1	99	-0.4
Cc1ccccc1NC(=O)CSc1nccc(=O)[nH]1	104	0.8
CCC1CN(C(=O)N2CCC(C(=O)NCCC3=CCCCC3)CC2)c2cc(C)ccc2O1 (stereo unspecified)	109	0.5
COc1ccc(S(=O)(=O)N2CCc3ccccc3C2)cc1	107	0.4
O=c1oc2ccccc2n1CCOc1cccc2ccccc12	104	0.1
COc1ccc(CCNC(=O)c2cc3c(=O)n(C)c4cc(Cl)ccc4c3s2)cc1OC	104	0.1
CCOc1ccc(NC(=O)CCCc2nc(-c3cccc(OC)c3)no2)cc1	103	-0.8
CC(=O)Nc1ccc(-n2cccc2)cc1	103	-0.2
Cc1cccc(CSc2cn(CC(=O)N3CCCCCC3)c3ccccc23)c1	104	-1.2
O=C(O)COCC1CCCCO1 (stereo unspecified)	101	-0.1
COc1ccc(NC(=O)C(c2ccc(OC)cc2)N(C)C(=O)Cc2cccs2)cc1 (stereo unspecified)	101	-0.4
CC1(C)Nc2ccccc2NC1=O	99	-0.1
CC1CCCCN1Cc1c(O)ccc2c(=O)c(-c3ccccc3Cl)c(C(F)(F)F)oc12 (stereo unspecified)	105	0
Cc1cc2oc(=O)c3c(c2c(O)c1CN1CCCCC1)CCCC3	107	0.2
COc1cccc(N2CC(=O)N(NC(=O)NC3CCCCC3)CC2=O)c1	99	-0.3
COC(=O)C1CCN(c2csc3ccc(Cl)cc3c2=O)CC1	107	0.4
OCCn1nnnc1-c1ccccc1	101	-0.2
O=S(=O)(NC(=S)Nc1ccc(Cl)c(Cl)c1)c1ccccc1	102	-0.3
c1ccc(-n2nnnc2Sc2nnc3n2CCCCC3)cc1	106	0.6
O=C(NC1CC(=O)N(c2ccccc2)C1)c1ccc(S(=O)(=O)N2CCCC2)cc1 (stereo unspecified)	108	0.3
Clc1nc2ccccc2cc1C=NCc1ccco1	102	-0.1
COc1ccc(S(=O)(=O)N(C)CC(=O)NCc2ccccc2)cc1OC	106	0.4
CC(C)Sc1ncc(Cl)c(C(=O)Nc2c(C(=O)Nc3ccccc3)oc3ccccc23)n1	112	0.8
CC(/C=C/c1ccccc1)=N\NC(N)=S	103	1.4
COc1nc2ccccc2nc1CCC(=O)Nc1ccccc1	98	-2
CCOc1ccc2nc(N3CCN(C(=O)c4ccc(S(=O)(=O)CC)cc4)CC3)sc2c1	107	0.1
COc1ccccc1N1CCN(c2ccc(NC(=O)c3ccc(C)cc3)cc2C(=O)O)CC1	107	0.1
New compounds follow:
SMILES	PV pol inh	PV pol inh FP z-score
Nc1ccccc1S(=O)(=O)NC1=NCCCCC1	107	0.5
CCCc1ccc(-c2ccc(C(=O)Oc3ccc(OCC)cc3)cc2)nc1	102	-0.1
Cc1ccc2nc(COc3ncnc4ccccc34)cc(=O)n2c1	104	0.4
CCN(CC)S(=O)(=O)c1ccc(NC(=O)Cn2ncc3c([nH]c4ccccc43)c2=O)cc1	109	0.6
O=C(Cc1ccccc1)Nc1sc2c(c1C(=O)Nc1ccc(Cl)cc1)CCCC2	71*	-5.7*
O=c1c(NCc2cccs2)nccn1-c1ccc(F)cc1	107	0.1
CCOC(=O)C1=C(C(C)c2ccccc2)NC(=O)NC1C (stereo unspecified)	104	0.3
COc1ccc(/C=C2/C(=N)N3N=C(Cc4ccccc4)SC3=NC2=O)cc1OC	105	0.6
O=C(NCc1cccc(Br)c1)c1ccc(NC(=O)N2CCCCc3ccccc32)cc1	106	0.1
O=C1c2cccnc2C(=O)N1Cc1ccc(S(=O)(=O)NCc2ccccc2)cc1	104	0.3
COc1ccc(-c2nc(C)c(CCNC(=O)c3ccccc3Br)s2)cc1OC	111	0.9
O=C(c1ccncc1)N1C2C=CC(C2)C1(C(F)(F)F)C(F)(F)F (stereo unspecified)	103	0.3
Cc1ccc(-c2nc(C)c(CCNC(=O)C(=O)Nc3ccc(C)c(Cl)c3)s2)cc1	110	0.6
CC1CCN(C(=O)Cn2cc(SCC(=O)Nc3ccccc3C(F)(F)F)c3ccccc32)CC1	105	-1.1
CCOC(=O)Cc1c(C)nc2cc(C)nn2c1C	102	0.3
Cn1cnnc1Sc1ccc(Cl)cc1NS(=O)(=O)c1ccc2c(c1)OCCO2	101	-0.2
Fc1ccc(Nc2nc(SCc3cccc(F)c3)nc3ccccc23)cc1	108	0.5
O=C(CN1C(=O)c2ccc(Br)cc2C1=O)OC1CCCCC1	100	-0.1
Cn1c(C2CC2)nc2ccccc21	105	0.6
COC(=O)c1ccccc1NC(=O)COC(=O)c1cc2ccccc2o1	103	0.2
CCNC(=O)c1cccc2c1-c1ccccc1C2=O	102	0.3
O=C(Cn1cnc2c(cnn2-c2ccccc2)c1=O)c1ccccc1	103	0.4
CCCN(CCC)C(=O)Cn1c(=O)n(-c2cccc(OC)c2)c(=O)c2c(C)c(C(=O)N(C)C)sc21	108	0.6
CCCN1CCN(CCCNC(=O)c2cc3c(s2)-c2c(C)cccc2OC3)CC1	101	-1.1
Cc1cc(C)cc(NC(c2nnc(-c3cccc(F)c3)o2)c2ccc(F)cc2Cl)c1 (stereo unspecified)	112	2
Other records:
SMILES	PV pol inh	PV pol inh FP z-score
O=C(Nc1ccccc1C(=O)OCc1cc(=O)n2ccsc2n1)c1ccccc1Cl	108	0.3
Cc1cccc(C(=O)Cc2ccccc2O)c1	105	0.7
CN(C)CCN1CCNCC1	103	0.3
CCCCn1c(C2CCCO2)nc2ccccc21 (stereo unspecified)	98	-0.4
CCOC(=O)NN=C1CN(S(=O)(=O)c2ccc(C)cc2)C1	101	-0.2
Cc1cc(F)ccc1NS(=O)(=O)c1cc(Br)cnc1N	104	0.4
NNc1nnc(-c2ccccc2)c(-c2ccccc2)n1	100	0.2
CC(=O)NC(N1CCCC1=O)(C(F)(F)F)C(F)(F)F	106	0.3
Cc1n[nH]c(=O)c2ccccc12	100&104	0&0.5
Cc1ccc(C)c(NC(=O)Cn2nnc(C(=O)NCCc3ccccc3)c2N)c1	97	-0.6
O=C1NCCN1CCNS(=O)(=O)c1ccc2c(c1)CCO2	101	-0.3
CCOC(=O)c1c(SC)n(-c2ccccc2)c(=S)n(-c2ccccc2)c1=O	104	0
NC(=O)COC(=O)c1ccc(Cl)c(N)c1	104	1
CCOC(=O)N1CCC(NC(=O)c2cc(S(=O)(=O)N(CC)CC)ccc2F)CC1	103	0.5
Cc1ccc(-n2c(SCc3cc(=O)n4ccccc4n3)nc3n[nH]c(C)c3c2=N)cc1Cl	100	-0.1
O=C1/C(=C/c2ccc(O)cc2)SC(=S)N1CC1CCCO1 (stereo unspecified)	103	0.4
O=C(CCC1N=C2c3ccccc3N=C(SCc3ccccc3Cl)N2C1=O)N1CCN(c2ccccc2)CC1 (stereo unspecified)	114	0.6
CCc1nc(-c2cc(S(=O)(=O)N3CCN(c4ccc(F)cc4)CC3)ccc2OC)no1	112	0.9
COc1ccc(NC(=O)CSc2nc3c(c(=O)[nH]2)CCC3)cc1	104	-0.5
O=C(Oc1cc(=O)oc2c1c(=O)n1c3c(cccc23)CCC1)c1ccccc1	102	0.1
COc1cccc(NC(=O)CN2C(=O)COc3ccc(S(=O)(=O)N4CCCCCC4)cc32)c1	118	0.3
O=C(O)C1CCN(S(=O)(=O)c2ccc3ccccc3c2)CC1	102	-0.2
O=C(O)CN1C(=O)/C(=C\c2ccccc2)SC1=S	105	1.1
CCCNC(=O)NS(=O)(=O)c1ccc(Cl)cc1	101&100	0.2&0.2
CCOC(=O)C1=C(C)NC(C)=C(C(=O)OCC)C1C(=O)OCc1cc(=O)n2cc(C)ccc2n1	101	-0.5

The last seven compounds of the section above are carried over, then new ones follow:
SMILES	PV pol inh	PV pol inh FP z-score
COc1ccc(NC(=O)CSc2nc3c(c(=O)[nH]2)CCC3)cc1	104	-0.5
O=C(Oc1cc(=O)oc2c1c(=O)n1c3c(cccc23)CCC1)c1ccccc1	102	0.1
COc1cccc(NC(=O)CN2C(=O)COc3ccc(S(=O)(=O)N4CCCCCC4)cc32)c1	118	0.3
O=C(O)C1CCN(S(=O)(=O)c2ccc3ccccc3c2)CC1	102	-0.2
O=C(O)CN1C(=O)/C(=C\c2ccccc2)SC1=S	105	1.1
CCCNC(=O)NS(=O)(=O)c1ccc(Cl)cc1	101&100	0.2&0.2
CCOC(=O)C1=C(C)NC(C)=C(C(=O)OCC)C1C(=O)OCc1cc(=O)n2cc(C)ccc2n1	101	-0.5
O=C(NCCc1ccccc1)c1cnc2ccccn2c1=O	107	0.6
O=C(Nc1ccc2c(c1)OCCO2)Oc1ccccc1	102	-0.1
COc1ccc(C(=O)NCC(c2ccc3c(c2)OCO3)N2CCOCC2)cc1OC (stereo unspecified)	110	0.7
Cc1ccc(CCNC(=O)c2ccc3c(c2)c(C)c(C)n3Cc2ccccc2)cc1	108	0.3
Cc1ccc(-n2c3c(c(=O)[nH]c2=O)C(NC(=O)c2ccccc2C)(C(F)(F)F)C(=O)N3)cc1 (stereo unspecified)	107	0.5
CCOc1ccc(C2c3c(oc4ccccc4c3=O)C(=O)N2Cc2ccc3c(c2)OCO3)cc1 (stereo unspecified)	106	0.2
Cc1occc1-c1nnc(SCC(=O)Nc2ccc3c(c2)OCO3)n1CC(C)C	103	0.4
CCCCC(=O)Nc1ccccc1C(=O)OCc1cc(=O)n2nc(C3CCCCC3)sc2n1	104	-0.6
Cc1[nH]nc(-c2cccs2)c1C(=O)NN	105	0.2
O=C(NC1CCCCC1)c1cccc(Cn2cc(Cl)cn2)c1	100	-0.6
CCOC(=O)Cc1csc(NC(=O)C2C3C=CC(C3)C2C(=O)O)n1 (stereo unspecified)	102	0
Cc1ccc(NC(=O)c2cc3cc4c5c(c3oc2=N)CCCN5CCC4)cc1	81	-7.5
CC(=O)c1cc(-c2ccc(F)cc2)n(CCC(=O)NC2CCCCC2)c1C	104	0.1
O=S(=O)(c1cc(Cl)ccc1Cl)N1CCNCC1	102	0.2
c1cc2c(cc1CN1CCNCC1)OCO2	102	0
COCCCNC(=O)CCCn1c(SCC(=O)c2ccc(F)cc2)nc2c(sc3ccccc32)c1=O	102	-0.1
O=C1OC(=Nc2ccccc2)c2ccccc21	99	-0.6
Cc1cc(C)cc(NC(=O)Cc2cccs2)c1	106	0.3
Cc1nnsc1C(=O)N(Cc1ccc(Cl)cc1)Cc1ccco1	104	0.5
O=C(Cn1cc(SCc2ccc(Cl)cc2)c2ccccc21)N1CCOCC1	116	0.1
CCN(C(=O)CSc1nc2ccccc2nc1Cc1ccc(F)cc1)c1cccc(C)c1	110	0.9
O=C1CCCC(O)=C1C=Nc1cccc(C(F)(F)F)c1	104	0.7
O=C(COc1ccc2ccccc2c1Br)NCc1ccccc1	107	0.4
Clc1ccc2nc(Cl)cc(-c3ccccc3)c2c1	104	0.4
C/C(=N\c1nc2ccccc2n1C)c1cc(Cl)ccc1O	72	-8.1
Cc1nn(-c2ccc(F)cc2)c(C)c1/C=C/C(=O)OCC(=O)Nc1sccc1C#N	122	3.2
O=C(Nc1ccc(F)cc1)N1CCN(C(=O)C2COc3ccccc3O2)CC1 (stereo unspecified)	102	0.2
O=C(CS(=O)(=O)c1cccc2nsnc12)N1CCN(c2cccc(Cl)c2)CC1	114	1.6
CN(CC(=O)Nc1ccc(Br)cc1)S(=O)(=O)c1cccc2nsnc12	107	0.5

Complete entries as entered above.
Entry for `Fc1ccc(Nc2nc(SCc3cccc(F)c3)nc3ccccc23)cc1` → PV pol inh: 108; PV pol inh FP z-score: 0.5
Entry for `O=C(CS(=O)(=O)c1cccc2nsnc12)N1CCN(c2cccc(Cl)c2)CC1` → PV pol inh: 114; PV pol inh FP z-score: 1.6
